TRPN1 ag = zebrafish TRPN1 (NompC) channel agonism | HEK293 zebrafish TRPN1-YFP, Fluo-8 calcium fluorescence; 100% = response to 87 µM carbachol | activation, % at 3 µM | 220,000 tested, 0.18% active;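 active means activation above its plate's cutoff, the mean activation of test wells on that plate plus 3 SD, cut at about 19% in these data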;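 further: 0% = DMSO alone and 100% = 87 µM carbachol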
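Material: zebrafish TRPN1-YFP in HEK293 cells; Doses: single test compound dose, 3 µM nominal, 0.3% DMSO; Timing: dye loading 1 h at 37 °C, then 30 min room temperature; Technique: intracellular calcium fluorescence with Fluo-8; Benchmarks: high carbachol 87 µM, low DMSO alone.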
TNF death inh = blocks TNF-alpha induced death of Jurkat FADD-/- cells; AID 463075; activation (protection from cell death), % at 10 µM; Jurkat FADD-/- TNF necroptosis rescue, ATP luminescence, 24 h; 0 = TNF only, 100 = no-TNF cells; 220,000 tested, 0.068% active;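 active means activation, meaning protection from cell death, of at least 50% relative to plate controls; inactive means activation below 50%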;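 further: necroptosis triggered by 40 ng/mL TNF-alpha added together with compound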
TRPML3 ag = activates the human TRPML3 channel. Q8TDD5. HEK293 TRPML3-YFP, Fluo-8 calcium fluorescence; 100% = the carbachol control signal. activation, % at 3 µM. 220,000 tested, 0.29% active. AID 1448;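 active means activation above its plate's cutoff, the mean activation of the plate's test wells plus 3 SD, cut at about 12% in these data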;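 further: 0% = DMSO only wells and 100% = carbachol wells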
Target sequence (Q8TDD5 whole entry, looked up): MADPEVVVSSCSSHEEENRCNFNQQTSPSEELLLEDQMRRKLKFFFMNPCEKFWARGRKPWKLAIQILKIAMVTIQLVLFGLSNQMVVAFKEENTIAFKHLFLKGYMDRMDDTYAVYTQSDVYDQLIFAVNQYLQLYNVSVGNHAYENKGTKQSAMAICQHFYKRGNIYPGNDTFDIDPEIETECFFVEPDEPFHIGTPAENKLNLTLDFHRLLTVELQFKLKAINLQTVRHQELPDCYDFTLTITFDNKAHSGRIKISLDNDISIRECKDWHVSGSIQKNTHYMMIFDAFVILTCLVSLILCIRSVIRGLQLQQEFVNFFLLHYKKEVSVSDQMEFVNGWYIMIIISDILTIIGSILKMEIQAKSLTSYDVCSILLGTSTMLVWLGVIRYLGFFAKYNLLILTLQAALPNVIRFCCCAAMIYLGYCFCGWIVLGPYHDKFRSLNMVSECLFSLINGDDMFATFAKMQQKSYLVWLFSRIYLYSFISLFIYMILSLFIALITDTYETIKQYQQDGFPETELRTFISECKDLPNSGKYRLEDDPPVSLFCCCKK
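Test system: TRPML3-YFP stable HEK293 cells. Doses: single point at 3 µM. Incubation: dye loading 1 h 37 °C then 30 min ambient, 125 s read. Signal: Fluo-8 calcium dye fluorescence, ex 470-495, em 515-575 nm. Measure: percent activation from peak-to-basal fluorescence ratio, scaled between DMSO and carbachol.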
PPC-1+TRAIL kill = kills PPC-1 cancer cells in the presence of TRAIL; PPC-1 cells + TRAIL, ATPLite viability luminescence; cell killing (% activity), % at 4 µM; 220,000 tested, 0.41% active;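 active means cell killing above 50% in the first pass at 4 µM, then a duplicate retest at 5 µM averaging 50% or more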;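 further: plate controls were cells with TRAIL plus DMSO for no effect and medium-only wells lacking cells for full effect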
RBBP9 inhibitor = human RBBP9 hydrolase inhibition; O75884; recombinant RBBP9, FP-Rh probe fluorescence polarization; inhibition, % at 7.94 µM; 220,000 tested, 0.2% active;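 active means inhibition above the campaign mean of all tested compounds plus 3 SD, cut at about 14% in these data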;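 further: plate controls were DMSO wells with RBBP9 for no effect and wells lacking RBBP9 protein for full effect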
Target sequence (O75884 whole entry, looked up): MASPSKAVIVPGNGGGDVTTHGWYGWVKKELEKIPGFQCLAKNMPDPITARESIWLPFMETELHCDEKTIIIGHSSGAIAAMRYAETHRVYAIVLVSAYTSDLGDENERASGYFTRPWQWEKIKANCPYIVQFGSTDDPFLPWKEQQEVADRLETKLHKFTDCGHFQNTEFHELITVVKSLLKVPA
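Controls: DMSO-treated enzyme wells and wells lacking RBBP9 | Material: RBBP9 protein | Technique: Fluorescence polarization | Replication: Single well per compound, no replicates | Buffer or medium: Tris-NaCl-Pluronic buffer, pH 8.0 | Timing: 30 min compound preincubation, 45 min probe labeling, 25 °C | Read-out basis: Percent inhibition from mP, scaled between DMSO and no-protein wells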
BaF3 tox = parental Ba/F3 viability inhibition as JAK2V617F counter-screen; CellTiter-Glo ATP luminescence; inhibition, % at 5.6 µM; 220,000 tested, 1.1% active; AID 1486;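 active means inhibition above a per-campaign cutoff, the mean inhibition of all tested compounds plus 3 SD, cut at about 27% in these data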;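 further: 0% = DMSO wells and 100% = JAK Inhibitor I control wells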
Ba/F3 V617F tox = reduce viability of Ba/F3 cells dependent on JAK2V617F | 220,000 tested, 1.1% active | Ba/F3 EpoR-JAK2V617F viability, ATP luminescence | AID 1446 | inhibition, % at 5.6 µM;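 active means inhibition above the campaign mean plus 3 SD over all tested compounds, cut at about 24% in these data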;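 further: cytokine-independent growth of Ba/F3 cells driven by EpoR plus mutant JAK2; 0% = DMSO-treated cells and 100% = JAK inhibitor I control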
CHOP inh = blocks CHOP induction under ER stress; inhibition, % at 10 µM; CHO-K1 CHOP-promoter luciferase, tunicamycin-induced, 15-18 h; 220,000 tested, 3.8% active;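 active means compounds that reduced the stress-induced luciferase reporter signal by more than about 70% of percent inhibition, limit read from the data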;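 further: 0% = tunicamycin plus vehicle and 100% = wells without tunicamycin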
Wee1 degr inh = inhibitors of human Wee1 degradation | reporter increase, % at 5 µM | 220,000 tested, 1.2% active | HeLa Luc-Wee1K328M stability, luciferase luminescence; 100% = proteasome inhibitor MG132 effect | P30291;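 active means activation above the mean of all tested compounds plus 3 SD, set per screening run, cut at about 8.8% in these data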;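 further: cells exposed to compound for 20 h before luminescence read; 0% = DMSO alone and 100% = MG132 at 30 µM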
Active calls of the source: *.

1: Nc1nc(NC(=O)/C=C/c2ccc(F)cc2)nn1-c1ccccc1
2: O=S(=O)(Nc1ccn(-c2ccccc2)n1)c1ccc(Br)cc1
3: CCCOC(=O)c1cccc(NC(=O)C(C)(C)C)c1
4: O=C(Nc1cccc(F)c1)N(Cc1ccc(Cl)cc1)CC(O)C(F)(F)F (centres undefined)
5: O=C(CCc1ccccc1)Nc1cc2c(cc1Cl)OCCO2
6: COc1ccc(F)cc1C(=O)C1CCCN(Cc2cccn2-c2cccnc2)C1 (centres undefined)
7: COc1cccc(-c2ccc(C#N)c(=O)[nH]2)c1
8: C=CCN(C(=O)C1=NN(C2CCS(=O)(=O)C2)C(=O)CC1)c1nc(-c2ccc([N+](=O)[O-])cc2)cs1 (centres undefined)
9: c1ccc(N=Nc2cn[nH]c2-c2ccco2)cc1
10: O=C(c1ccc(S(=O)(=O)N2CCOCC2)cc1)N1CCN(c2ccccc2)CC1

Assay by compound	1	2	3	4	5	6	7	8	9	10
TRPN1 ag	0.6	-1.0	1.0	4.4	-0.1	-1.0	0.6	2.0	-2.6	1.1
TNF death inh	-4.6	-0.4	1.5	-3.2	0.5	0.2	-0.5	1.5	-0.7	0.4
TRPML3 ag	0.0	1.4	-0.6	2.1	-1.3	0.4	0.0	6.0	-1.2	0.6
PPC-1+TRAIL kill	20	8	5	23	6	-6	9	-12	0	19
RBBP9 inhibitor	-4	1	-6	-5	6	-1	6	-7	-4	10
BaF3 tox	0	0	2	2	0	7	7	5	2	-1
Ba/F3 V617F tox	2	-5	-5	-2	-4	4	5	-5	4	-2
CHOP inh	19	23	35	109*	-9	6	6	9	23	-28
Wee1 degr inh	-4	-2	-2	8	5	1	0	4	2	3

11: N=C1/C(=C/c2cccn2-c2cccc([N+](=O)[O-])c2)C(=O)N=C2SC=CN12
12: CCOC(=O)CSc1ccc(-c2nc3ccccc3[nH]2)cn1
13: Cc1[nH]c2ccc(Br)cc2c(=O)c1CN1CCCCC1
14: O=c1c2c3c(sc2nc2n1CCCC2)CCC3
15: Cc1ccc(-n2c3c(cc(C(=O)O)c2=O)C(=O)CC(C)(C)C3)cc1
16: Cn1nnnc1SCCNCc1ccccc1OCc1ccc(Cl)cc1
17: COc1ccc(N(C)C(=O)Cc2c(C(=O)O)[nH]c3ccccc23)c(OC)c1
18: O=C(CSCC(=O)Nc1ccc2ccccc2c1)NCc1ccccc1
19: O=[N+]([O-])c1cc(S(=O)(=O)N2CCCC2)ccc1N/N=C/c1ccncc1
20: COc1ccccc1CC(=O)N1CCN(c2cccc(C(F)(F)F)c2)CC1

Assay by compound	11	12	13	14	15	16	17	18	19	20
TRPN1 ag	1.3	0.6	1.0	-0.8	0.8	-0.6	-0.2	0.1	0.3	-0.1
TNF death inh	-1.7	0.4	1.0	0.4	-2.4	2.7	0.8	-1.8	2.5	-1.8
TRPML3 ag	0.8	1.9	-0.4	-0.6	-0.8	0.7	0.4	-0.3	0.2	0.1
PPC-1+TRAIL kill	-8	15	-1	-12	4	19	17	-2	17	-9
RBBP9 inhibitor	-8	-1	-2	-9	6	5	-9	2	-6	-2
BaF3 tox	3	3	4	3	1	1	4	1	-1	7
Ba/F3 V617F tox	-3	2	-2	4	1	-2	-2	0	-2	9
CHOP inh	61	41	-6	3	7	13	-31	-15	35	37
Wee1 degr inh	-1	0	-1	-1	-3	3	-3	1	3	-1

21: O=C(c1cc(C2CC2)nc2ccc(Br)cc12)N1N=C(C(F)F)CC1(O)C(F)F (centres undefined)
22: CSc1nc2cc(S(=O)(=O)N3CCOCC3)ccc2s1
23: Cc1cc(C(F)F)n2nc(C(=O)O)nc2n1
24: CN(c1ccc(C(=O)NCc2ccncc2)cc1)S(C)(=O)=O
25: CC(C)(C)NC(=O)Cn1nnc(-c2ccccc2NC(=O)c2cnccn2)n1
26: COc1ccc2[nH]c(C)c(CCN(Cc3cccs3)C(=S)Nc3ccccc3)c2c1
27: COCCNC(=S)Nc1ccccn1
28: CCN(CC)c1ccc(CN(C(=O)c2cc(OC)c(OC)c(OC)c2)C2CCS(=O)(=O)C2)cc1 (centres undefined)
29: CC1CCCC(C)N1C(=O)COC(=O)C(Cc1ccccc1)NC(=O)c1cccs1 (centres undefined)
30: CC(C)Oc1ccc(CNCCC2(C(C)C)CCOC(C)(C)C2)cc1 (centres undefined)

Assay by compound	21	22	23	24	25	26	27	28	29	30
TRPN1 ag	-0.9	-1.3	-0.1	1.1	0.3	1.6	0.7	1.4	0.9	-0.1
TNF death inh	-1.1	0.2	-0.7	-1.3	-0.9	0.6	-1.2	-1.9	1.2	0.9
TRPML3 ag	-0.1	0.5	-0.2	0.6	0.6	1.2	0.8	-0.6	-0.7	0.9
PPC-1+TRAIL kill	-1	13	-22	22	4	19	1	-20	10	24
RBBP9 inhibitor	-8	-3	-9	0	-7	-12	2	-10	16*	-2
BaF3 tox	2	1	7	5	5	46*	3	8	4	4
Ba/F3 V617F tox	0	-4	6	4	1	34*	-2	7	2	-2
CHOP inh	67	-12	1	6	-11	70*	-16	-4	25	45
Wee1 degr inh	-2	0	-1	-1	-3	-1	0	1	4	-2

31: COc1cccc(/C=N/NC(=O)CCc2n[nH]c(=O)[nH]c2=O)c1O
32: CCCCC(=O)N/N=C(C)/C=C/c1ccccc1F
33: O=C(NCC1CCCN(C(=O)c2cscn2)C1)c1ccccc1Cl (centres undefined)
34: COc1cc(NC(=O)C2CC(c3cccc(OC)c3OC)=NO2)cc(OC)c1OC (centres undefined)
35: COc1ccccc1CC(=O)N1CCCC(CCC(=O)NCc2ccccc2F)C1 (centres undefined)
36: CC1(C)Cc2nc3nc(SCC(=O)Nc4ccccc4)nc(N)c3cc2CO1
37: CCC(=O)N1CCN(c2nc3ccccc3s2)CC1
38: Clc1ccc(-c2nnc(CSc3nnc(-c4cccs4)o3)o2)cc1
39: O=C1CCN(S(=O)(=O)c2ccc(Br)cc2)CCN1
40: Cc1cc(C)nc(SCCC(=O)Nc2cccc3ccccc23)n1

Assay by compound	31	32	33	34	35	36	37	38	39	40
TRPN1 ag	0.9	-1.0	1.2	3.9	-0.6	-1.2	0.5	0.0	1.7	-1.1
TNF death inh	0.5	-0.7	0.6	-6.2	0.2	0.2	-2.8	-0.1	1.4	-0.9
TRPML3 ag	0.6	-0.5	1.3	0.0	0.5	-0.5	1.2	0.2	1.1	-0.1
PPC-1+TRAIL kill	4	10	-4	16	-16	12	-4	-11	23	6
RBBP9 inhibitor	-6	-4	-6	-3	-2	-5	-9	0	-6	-8
BaF3 tox	7	2	7	7	-1	1	4	-2	8	-2
Ba/F3 V617F tox	1	2	-1	2	-2	-1	-2	-2	3	0
CHOP inh	7	-11	27	15	-9	-10	6	70*	10	34
Wee1 degr inh	-2	-3	-3	8	-2	0	2	-2	-2	-2

Copied from the entries so far (3 entries):
33: O=C(NCC1CCCN(C(=O)c2cscn2)C1)c1ccccc1Cl (centres undefined)
34: COc1cc(NC(=O)C2CC(c3cccc(OC)c3OC)=NO2)cc(OC)c1OC (centres undefined)
35: COc1ccccc1CC(=O)N1CCCC(CCC(=O)NCc2ccccc2F)C1 (centres undefined)

Assay by compound	33	34	35
TRPN1 ag	1.2	3.9	-0.6
TNF death inh	0.6	-6.2	0.2
TRPML3 ag	1.3	0.0	0.5
PPC-1+TRAIL kill	-4	16	-16
RBBP9 inhibitor	-6	-3	-2
BaF3 tox	7	7	-1
Ba/F3 V617F tox	-1	2	-2
CHOP inh	27	15	-9
Wee1 degr inh	-3	8	-2

More results:
41: CC(=O)Nc1sc(NC(=O)c2ccc([N+](=O)[O-])cc2)nc1-c1cccs1
42: CCN1CCN(C(=S)Nc2cc(C(=O)OC)ccc2C(=O)OC)CC1
43: CCOc1ccc(S(=O)(=O)NCc2ccc(Cl)cc2)c2cccnc12
44: Cc1cccc(Cl)c1NC(=O)N1CCCN(c2nc3ccc(Cl)cc3s2)CC1
45: CC1(C)CC(=O)C(C=Nc2ccccc2Sc2ccccc2)=C(O)C1
46: CC1(C(=O)O)CCC(C(=O)Nc2ccccc2)C1(C)C (centres undefined)
47: CN1C(=S)SC(C)(NO)C1(C)C (centres undefined)
48: CN(C)c1ccc(C2/C(=C(/O)c3ccccc3)C(=O)C(=O)N2CCCC(=O)O)cc1 (centres undefined)
49: Cc1ccc(N(CC(O)Cn2c3ccccc3c3ccccc32)S(C)(=O)=O)c(C)c1 (centres undefined)
50: Cc1noc(C)c1C(=O)N1CCOCC1

Assay by compound	41	42	43	44	45	46	47	48	49	50
TRPN1 ag	0.8	0.0	-1.4	9.8	-1.5	-0.9	0.3	1.6	1.1	-1.2
TNF death inh	0.5	-0.6	0.6	-16	5.8	-0.9	-1.9	1.8	-9.4	-0.6
TRPML3 ag	0.2	0.8	-0.5	3.8	5.7	0.1	0.3	1.0	0.2	0.9
PPC-1+TRAIL kill	10	-1	-11	22	17	7	8	-7	11	-11
RBBP9 inhibitor	-4	1	-9	-6	3	-9	-10	-3	-5	-8
BaF3 tox	46*	6	5	1	3	0	2	-7	3	3
Ba/F3 V617F tox	11	0	2	1	0	-3	2	-1	-2	-3
CHOP inh	-3	-15	-58	20	42	14	34	-11	85*	-23
Wee1 degr inh	-1	1	4	-1	-4	1	2	2	3	1

From PubChem
